# From PubChem BioAssay
# CRFBP-R2 block = antagonists of CRF-BP/CRF-R2 complex, primary screen, cell-based, HEK293, calcium dye fluorescence, uHTS | CRF-induced calcium fluorescence | 350,000 tested, 0.59% active | inhibition, % at 11.8 µM | AID 588475, 2011;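 active = inhibition of the ligand-induced calcium signal above about 50% at the single tested concentration, limit read from the data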
# IDE act = human IDE activators in live cells, primary screen, fluorescence polarization, HEK cells, FAbeta-B substrate; FAbeta-B cleavage; 0% vehicle, 100% cell-free pure enzyme wells; Insulin-degrading enzyme (Homo sapiens), P14735; activation, % at 5.96 µM; 340,000 tested, 0.073% active; AID 493087, 2011;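 active = activation above the mean of all tested compounds plus 3 SD, set per screening campaign, cut at about 17% in these data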
# Target sequence (P14735 whole entry, looked up): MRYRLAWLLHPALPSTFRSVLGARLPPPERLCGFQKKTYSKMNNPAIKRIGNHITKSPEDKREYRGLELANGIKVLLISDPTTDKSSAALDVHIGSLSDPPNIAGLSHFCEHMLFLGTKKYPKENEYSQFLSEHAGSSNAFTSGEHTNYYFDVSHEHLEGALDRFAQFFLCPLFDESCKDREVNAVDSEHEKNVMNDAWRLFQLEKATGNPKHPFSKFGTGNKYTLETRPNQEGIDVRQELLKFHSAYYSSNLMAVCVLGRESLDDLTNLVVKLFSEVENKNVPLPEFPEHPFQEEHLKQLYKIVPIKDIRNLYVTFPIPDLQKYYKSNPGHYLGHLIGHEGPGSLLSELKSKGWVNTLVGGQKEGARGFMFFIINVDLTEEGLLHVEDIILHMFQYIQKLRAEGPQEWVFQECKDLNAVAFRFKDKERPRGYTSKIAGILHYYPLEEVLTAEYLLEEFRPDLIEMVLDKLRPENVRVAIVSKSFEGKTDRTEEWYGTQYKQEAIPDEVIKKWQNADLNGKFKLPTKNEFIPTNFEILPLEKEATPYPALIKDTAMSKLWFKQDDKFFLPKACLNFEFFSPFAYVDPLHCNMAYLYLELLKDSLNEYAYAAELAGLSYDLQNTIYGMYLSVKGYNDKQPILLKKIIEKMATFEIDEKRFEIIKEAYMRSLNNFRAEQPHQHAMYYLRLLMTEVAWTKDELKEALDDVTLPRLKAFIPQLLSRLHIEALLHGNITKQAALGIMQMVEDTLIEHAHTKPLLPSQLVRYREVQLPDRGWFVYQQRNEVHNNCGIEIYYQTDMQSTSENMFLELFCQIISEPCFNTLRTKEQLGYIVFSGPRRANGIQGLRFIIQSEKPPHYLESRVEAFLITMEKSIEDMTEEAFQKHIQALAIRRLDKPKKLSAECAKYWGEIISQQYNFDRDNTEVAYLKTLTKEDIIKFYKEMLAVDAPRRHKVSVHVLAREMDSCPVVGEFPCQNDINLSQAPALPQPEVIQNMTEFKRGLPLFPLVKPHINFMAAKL
# IDE inh = human IDE inhibitors in live cells, primary screen, fluorescence polarization, HEK cells, FAbetaB substrate | inhibition, % at 5.59 µM | FAbetaB cleavage | 320,000 tested, 0.41% active;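 active = percent inhibition above the average of all tested compounds plus 3 SD, set per screening campaign, cut at about 16% in these data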;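 note: IDE supplied by intact live HEK cells; FP after avidin binding of uncleaved biotin substrate so inhibition keeps polarization high; 0% = DMSO wells and 100% = 60 µM reference IDE inhibitor Ii1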
# pCIP destab = p/CIP-EGFP fusion destabilizers, primary screen, fluorescence, F442A cells. AID 1984, 2009. 290,000 tested, 0.01% active. 16 h. decrease of EGFP signal, % at 10 µM. Q05BA5;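 active = EGFP signal decrease of at least 30% at 10 µM or well 3 SD below plate mean, unless failing retest; inactive = the rest, including hits failing retest or dose response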; note: some compounds called inactive have numbers as strong as hits; many of its hits are not listed in these tables
# CRFR2-BP ag = agonists of CRF-BP/CRF-R2 complex, primary screen, cell-based, HEK293, calcium dye fluorescence, uHTS | CRF-binding protein / CRF receptor 2 complex (human) | activation, % at 13.2 µM | 350,000 tested, 0.46% active | calcium dye fluorescence (FLIPR); percent of saturating CRF peptide response | AID 588473, 2011;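 active = activation of at least 50%, plus an integration ratio under a set limit after plate pattern correction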;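 note: plate controls were neutral control wells without compound for no effect and CRF at EC100 for full effect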
# GalR3 antag = GalR3 antagonists in HEK293 cells, primary screen, cell-based, fluorescence readout; Galanin receptor type 3 (Homo sapiens), O60755; HEK293 GalR3-CNG cAMP membrane potential fluorescence; galR3 body fused to GalR1 C-terminus; inhibition, % at 3 µM; 360,000 tested, 0.44% active;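 active = inhibition above the screen-wide average plus 3 SD, cut at about 13% in these data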;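 note: forskolin and galanin both at EC90 stimulate the cells; cAMP rise reported by CNG channel membrane potential dye signal; 0% = forskolin plus galanin with DMSO and 100% = forskolin alone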
# PHOSPHO1 block = PubChem AID 1565; inhibition, % at 13.3 µM; recombinant PHOSPHO1, absorbance phosphatase assay; 290,000 tested, 1.1% active; in the data active = inhibition above about 60%
# M4 PAM = human M4 muscarinic receptor positive allosteric modulators, primary screen, CHO-K1 cells, Fluo-8 calcium fluorescence | Muscarinic acetylcholine receptor M4 (Homo sapiens), P08173 | CHO-K1 hM4/Gqi5, ACh EC20; 0% = ACh EC20, 100% = maximal ACh | activation, % at 3 µM | 360,000 tested, 0.4% active;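 active = activation above its plate's cutoff, the mean activation of sample wells plus 3 SD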; note: some results filed as inactive read as strong as hits
# MEKK3 PB1 HTS = modulators of MEKK3-MEK5 PB1 binding, primary screen, biochemical, wildtype MEKK3, multiplex bead flow cytometry, Alexa488-MEK5 | Mitogen-activated protein kinase kinase kinase 3 (Homo sapiens), Q99759 | bead-based flow cytometry, Alexa488-MEK5 binding to MEKK3; actives lie on both sides; 0 = blocked by unlabeled MEK5, 100 = vehicle | binding response (% of control), % at 10 µM | 290,000 tested, 1.4% active | AID 1529, 2009;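 active = binding response more than 3 SD above or below the average of its plate-row segment, actives on both sides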;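 note: Alexa488 bead fluorescence after subtracting the streptavidin-only scavenger bead signal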
# An asterisk follows results filed as active; . = not tested or not shown. Compounds as they come; 4.2% or so of the library scored in one or more.
# Under each structure: CRFR2-BP ag, PHOSPHO1 block, M4 PAM, IDE act, IDE inh, CRFBP-R2 block, pCIP destab, GalR3 antag, MEKK3 PB1 HTS
CCn1c(COc2cccc(C)c2)nnc1SCC(=O)Nc1cccc(C(=O)OC)c1
    -0.7, -0.3, -7.4, 6.2, 0.0, 0.0, -8.6, -1.5, 102.0
N=c1n(Cc2ccc(Cl)cc2)c2ccccc2n1CC(O)COc1ccccc1 (stereo unspecified)
    5.0, 19.9, -10.1, 11.1, 2.4, -106.2, 18.8, -6.3, 86.0
O=C(c1ccncc1)N1CCN(C2CCCCC2)CC1
    9.6, 56.0, -1.6, 0.7, 4.3, -5.4, -5.4, -1.0, 100.0
CCCCN(CC)CCNC(=O)CCNC(=O)Cn1ccc2ccccc2c1=O
    -0.2, -20.0, -6.8, -4.9, -0.4, -1.0, -0.3, -7.7, 91.0
O=C(NCCc1csc(-c2ccc(C(F)(F)F)cc2)n1)c1cccs1
    -4.3, 22.2, -3.2, -10.4, 2.7, 13.7, -8.9, ., 96.0
O=[N+]([O-])c1cc([N+](=O)[O-])c(Oc2ccc(F)cc2F)cc1NN1CCCCC1
    -3.8, 9.6, 26.9*, 0.3, 1.4, 4.8, -4.6, -1.1, 96.0
COC(=O)c1ccc(-c2cc(C(=O)O)c3cc4c(cc3n2)OCCO4)cc1
    -0.4, 59.3, 5.4, 1.5, -5.4, -0.6, 0.1, 2.5, 103.0
COc1cc(OC)c(C(=O)Nc2cccc3ccccc23)cc1OC
    -1.9, -11.0, -1.7, 4.1, 1.2, -1.6, 8.0, -1.1, 107.0
CC(C(=O)Nc1ccccc1-c1ccccc1)N1CCCCC1 (stereo unspecified)
    -5.3, 47.6, 13.7, -0.7, -4.4, 2.6, -7.1, 0.1, 109.0
COc1ccc(/C=C2\SC(=O)N(CCNC(=O)C3CSC4(C)CCC(=O)N34)C2=O)cc1 (stereo unspecified)
    0.9, ., -3.2, 1.7, 1.6, 0.5, ., 1.8, .
CON1C(=O)C(=O)N(OC)C2CCCCC21 (stereo unspecified)
    0.8, -16.0, 4.7, 5.2, ., 5.9, -9.2, 1.6, .
O=[N+]([O-])c1ccc(Cl)c(/C=N/N2CCN(Cc3ccccc3)CC2)c1
    -0.6, 28.4, -7.1, 1.9, -4.3, -12.6, -17.4, -3.4, 78.0
CC1(CC(=O)N/N=C/c2ccc(-c3ccc(C(=O)O)cc3)o2)OCCO1
    -0.7, 18.3, 9.4, 0.7, 1.0, 10.6, 12.4, 5.2, 103.0
O=C(CN1CCSCC1)N/N=C/c1ccccc1F
    -1.9, 17.5, 2.7, 7.4, -1.5, 30.6, 5.3, 2.0, 98.0
COc1ccc(S(=O)(=O)N(C)C[C@H]2Oc3ccc(NS(=O)(=O)c4c(C)noc4C)cc3C(=O)N([C@H](C)CO)C[C@@H]2C)cc1
    -0.9, ., 1.2, 0.1, 4.0, 5.4, ., 0.7, .
S=c1[nH]nc(-c2ccc(Br)cc2)n1-c1ccc2c(c1)OCCO2
    -0.4, 11.6, -5.8, -0.1, 10.4, -5.8, -9.7, -2.7, 96.0
Cn1c(=O)n(C)c2cc(C(N)=O)ccc21
    -2.6, -22.1, -2.0, 6.6, -4.9, 6.2, -11.6, -1.8, 98.0
C=CCNc1c2c(nc3ncnn13)CC(C)CC2 (stereo unspecified)
    -1.1, 27.7, 10.5, -2.1, -0.9, 13.8, -13.1, -3.0, 102.0
CCOC(=O)c1c(NC(=O)c2ccc(S(=O)(=O)N(C)CC3CCCO3)cc2)sc2c1CCN(C)C2 (stereo unspecified)
    1.3, 32.6, -5.6, 2.1, -1.0, -6.2, -5.8, -4.3, 104.0
Cc1ccc(NC(=O)C2CC2C)c(Cl)c1 (stereo unspecified)
    -3.8, 31.7, -0.9, -0.9, -1.4, -11.5, -2.9, -3.5, 95.0
COc1cc2cc(CCCOC(=O)CCCC(=O)O)oc(=O)c2cc1OC
    -0.6, ., -3.8, -2.3, 3.0, 5.5, ., -6.0, .
CNC(=O)CSc1nnc(COc2ccc([N+](=O)[O-])cc2)n1C
    -1.1, -12.4, -4.7, -4.3, 1.4, -14.7, -11.5, 3.6, 95.0
C/C(=N\NC(=O)Cc1ccccc1)c1ccc(Cl)s1
    1.0, 41.4, 13.1, -0.4, -2.0, -17.4, -6.5, 0.4, 100.0
COc1cccc(NC(=O)COC(=O)c2cc(S(=O)(=O)N3CCOCC3)ccc2C)c1
    0.2, 6.1, -4.6, -1.4, 3.4, -18.4, 9.7, -0.1, 106.0
Clc1ccc2[nH]c3c(NCCN4CCOCC4)ncnc3c2c1
    -4.3, 2.9, 2.1, -3.1, 19.4*, 8.8, -8.0, -2.7, 107.0
Cc1nn(C)c(Oc2cccc(Cl)c2)c1C(=O)O
    -1.7, 17.6, 4.0, 0.2, 4.4, 1.6, -0.5, -1.6, 98.0
O=C(CCC1CCCC1)NCc1cccs1
    0.8, 52.9, 19.9*, 3.6, 2.0, -21.5, 5.9, -0.6, 107.0
CCOC(=O)N1CCN(C(=O)CN(Cc2ccc(Cl)cc2)S(=O)(=O)c2ccc(C)cc2)CC1
    -0.8, 0.2, 6.6, -4.7, -0.1, -0.4, -1.1, -7.4, 101.0
COc1cccc(C2N(c3ccccc3)CCN2c2ccccc2)c1OC
    1.3, 32.3, -5.1, 1.4, 0.0, 0.0, -11.1, 13.8*, 99.0
Cc1cc(C)cc(-n2c(C)cc(/C=C3\C(=N)N4N=C(CC(C)C)SC4=NC3=O)c2C)c1
    60.0*, -2.0, 4.7, 5.0, 3.1, -20.2, -13.3, 0.5, 99.0
O=C(CNC(=O)c1ccc(Br)o1)NCc1ccccc1
    -0.2, 31.8, -0.6, 4.2, -0.6, 7.3, -12.6, -5.8, 96.0
CCN(CC)Cc1cc(CCNC(=O)c2ccc(Cl)cc2)ccc1O
    -3.3, 2.0, 1.7, 3.9, 4.3, -3.3, -1.5, -1.8, 91.0
COc1ccc(S(=O)(=O)N(C)C[C@H]2Oc3ncc(C#CC4(O)CCCC4)cc3C(=O)N([C@@H](C)CO)C[C@@H]2C)cc1
    -1.9, ., 4.6, ., ., 4.1, ., -5.8, .
CC(=O)c1ccc(NC(=O)CSc2ccc3nnc(-c4cccnc4)n3n2)cc1
    18.8, -1.1, 1.2, -3.2, -2.5, -45.2, 6.7, -0.1, 100.0
Cc1ccc(S(=O)(=O)N2[C@@H](c3ccc(Cl)cc3)C(C(=O)O)=CC[C@H]2c2ccc(Cl)c(Cl)c2)cc1
    -0.2, ., 2.9, 1.5, 2.8, 13.7, ., -4.0, .
Cc1cc(OC(C)C(=O)N(Cc2ccco2)C2CCS(=O)(=O)C2)cc(C)c1Cl (stereo unspecified)
    -0.8, 17.6, 0.1, 5.9, -1.5, -8.9, -6.3, ., 97.0
O=C(NCc1ccccc1)/C(=N\O)c1ccccc1
    -1.4, 12.9, -1.8, -3.0, 4.3, 13.5, 21.6, -1.6, 99.0
O=C1CN(C(=O)/C=C/c2ccccc2F)c2ccccc2N1
    1.2, 43.8, -1.4, 2.7, 0.1, -4.3, 6.7, -5.7, 104.0
O=C(CCN1CCc2ccccc2C1)c1ccc2c(c1)OCCO2
    0.4, -1.0, -0.1, 4.8, -0.8, -1.4, -8.8, ., 104.0
CS(=O)(=O)NCCSCc1c(Cl)cccc1Cl
    1.3, 2.6, 7.7, 3.2, -3.6, 15.6, -0.7, -6.0, 100.0
COc1ccc2cc(C(=O)C3CCCN(C(=O)c4cnccn4)C3)ccc2c1 (stereo unspecified)
    0.9, 36.4, -18.8, -0.3, 3.5, 0.8, 5.9, -6.3, 92.0
CC1(C)C[C@H](O)[C@@]23C[C@@H](OC2=O)[C@]2(C)C(=CCC4[C@@]5(C)CC[C@H](O)C(C)(C)C5CC[C@]42C)[C@@H]3C1 (stereo partly specified)
    73.5*, ., ., ., -1.9, -43.1, ., ., 102.0
CNC(=O)c1cccc(NC(=O)CCCNC(=O)c2ccc(Cl)cc2)c1
    0.7, 47.8, 1.3, 3.4, 0.3, -1.6, -0.5, -8.4, 99.0
Clc1cccc(-c2nnc(-c3ccno3)o2)c1
    -1.9, 19.9, 0.7, 1.7, 1.4, 4.5, -2.6, -4.7, 95.0
O=C(O)CCn1c(SCCc2ccccc2)nc2ccccc21
    -1.2, ., -4.2, -2.9, 7.2, 13.5, ., -3.0, .
COc1cc(C2c3cc4c(cc3OC(NCCc3ccccc3)C2C)OCO4)cc(OC)c1OC (stereo unspecified)
    -2.1, ., -2.5, 3.4, ., 11.8, ., -2.6, .
Cc1ccc(NC(=O)COC(=O)c2ccc(F)cc2Cl)c(Br)c1
    -2.3, -2.1, 11.7, -2.7, 4.2, 9.9, 8.5, -1.7, 104.0
Cc1ccc(S(=O)(=O)NC2CCCC2)cc1C
    -0.4, 4.8, -0.2, 4.7, -1.2, -5.7, 10.5, -1.5, 105.0
CCOc1ccc(Nc2nc(N)nc(CN3CCN(c4ccccc4F)CC3)n2)cc1
    -0.8, 29.2, -1.4, 7.8, 6.8, 8.2, -15.8, -5.8, 119.0
O=C1c2ccccc2NC(c2ccc(Cl)cc2Cl)N1Cc1ccccc1 (stereo unspecified)
    2.5, 18.2, -13.5, 3.5, 0.8, -10.1, 5.7, -7.5, 97.0
O=C(Nc1cc(S(=O)(=O)N2CCOCC2)ccc1N1CCOCC1)c1ccc(Cl)nc1
    -2.1, 52.9, 6.8, 7.0, 2.7, 7.7, -11.3, 6.0, 103.0
COc1ccc(S(=O)(=O)N(C)C)cc1NC(=O)COC(=O)c1n[nH]c2ccccc12
    1.6, ., -7.8, ., ., -20.3, ., -1.0, .
Cc1cccc(OCCNc2ccc(C(F)(F)F)cc2[N+](=O)[O-])c1
    1.1, 8.3, 0.7, -2.4, -1.7, -17.8, 2.5, -3.3, 93.0
CCN(CC)S(=O)(=O)c1cc(C(=O)Nc2cc(C)on2)c(Cl)cc1Cl
    -1.0, 40.4, 1.8, 4.4, -2.4, 0.6, 5.3, -12.9, 99.0
O=C1C2C3C=CC([C@@H]2C(=O)N1C1CC1)[C@H]1C(=O)N(C2CC2)C(=O)C31 (stereo partly specified)
    3.6, -10.0, 15.4, 8.9, -5.5, 19.8, -7.4, -1.3, 105.0
O=C(Nc1ccc(Br)cc1)c1cc(-c2cccs2)on1
    3.1, 12.0, -2.0, 1.6, 3.7, -1.2, -3.2, -5.6, 103.0
Cc1ccc(NC(=O)CCSc2nnc(C)s2)cc1
    0.6, -17.6, 0.6, 3.7, -2.9, -7.3, -14.9, -3.2, 82.0

# Compound profiles (already shown):
# Record of `CCCCN(CC)CCNC(=O)CCNC(=O)Cn1ccc2ccccc2c1=O` → CRFR2-BP ag = -0.2; PHOSPHO1 block = -20.0; M4 PAM = -6.8; IDE act = -4.9; IDE inh = -0.4; CRFBP-R2 block = -1.0; pCIP destab = -0.3; GalR3 antag = -7.7; MEKK3 PB1 HTS = 91.0
# Record of `CC(C(=O)Nc1ccccc1-c1ccccc1)N1CCCCC1` (stereo unspecified) → CRFR2-BP ag = -5.3; PHOSPHO1 block = 47.6; M4 PAM = 13.7; IDE act = -0.7; IDE inh = -4.4; CRFBP-R2 block = 2.6; pCIP destab = -7.1; GalR3 antag = 0.1; MEKK3 PB1 HTS = 109.0
